Assay outcomes (PubChem BioAssay)
PAFAH1B2 inh = inhibitors of human PAFAH1B2; hit rate 1.2% among 340,000; recombinant PAFAH1B2, FP-rhodamine activity probe, fluorescence polarization; inhibition, % at 3.39 µM;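 active = inhibition above the mean of all tested compounds plus 3 SD, cut at about 24% in these data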;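 also: 0% = enzyme with DMSO and 100% = wells lacking PAFAH1B2; many of its hits are not listed in these tables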
Target sequence (P68402 whole entry, looked up): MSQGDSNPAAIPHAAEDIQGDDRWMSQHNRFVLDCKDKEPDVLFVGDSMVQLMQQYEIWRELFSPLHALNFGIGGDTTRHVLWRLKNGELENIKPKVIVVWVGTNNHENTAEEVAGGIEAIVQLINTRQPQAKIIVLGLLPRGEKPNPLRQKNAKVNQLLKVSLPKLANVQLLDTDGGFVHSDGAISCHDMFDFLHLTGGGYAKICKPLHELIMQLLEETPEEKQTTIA
Active calls of the source: *.

A first look, 15 compounds:
PAFAH1B2 inh,SMILES
3,CN(C(=O)c1cccc(NC(=O)Cc2ccc(NC(=O)C3CCCN(C(=O)C4CCCC4)C3)cc2)c1)C1CCCCC1 (centres undefined)
0,CC(NC(=O)c1ccc(C(=O)c2ccccc2)cc1)c1ccc(S(N)(=O)=O)cc1 (centres undefined)
4,O=C(C=C(O)c1ccc(Cl)cc1)C(=O)NNC(=O)C(O)(c1ccccc1)c1ccccc1
1,COc1ccc(C(=O)/C=C2\C(=O)Nc3ccc(Br)cc32)cc1
2,Nc1c(C(=O)CSc2n[nH]c(-c3ccccc3)n2)c(=O)[nH]c(=O)n1C1CC1
2,COc1ccc(CC(=O)OCC(=O)Nc2cccc(C(C)=O)c2)cc1OC
7,N#CC1(Nc2ccc(C(=O)O)cc2)CCCC1
-1,CN(C(=O)c1cccc(NC(=O)Cc2ccc(NC(=O)C3CCN(C(=O)C4CC4)CC3)cc2)c1)C1CCCCC1
4,NC(N)=NCCCS(=O)(=O)Nc1ccc(Nc2c3ccccc3nc3cc([N+](=O)[O-])ccc23)cc1
2,COc1cc2c(c(OC)c1OC)-c1ccc(SC)c(=O)cc1C(NC(=O)C(F)(F)F)CC2 (centres undefined)
3,CC1CC(=O)N(CCc2ccccc2)C(=O)C1
4,S=C(Nc1ccccc1)Nc1ccc2ccccc2c1
-1,O=C(CSc1n[nH]c(=O)n1Cc1ccccc1)Nc1ccc(N2CCOCC2)cc1
1,CN(CC(=O)Nc1ccccc1Br)CC(=O)NC(c1ccccc1)c1ccccc1
4,COc1ccccc1N1CCN(C(=O)c2ccccc2SCC(=O)N2CCCC2)CC1

The listing, previewed entries included:
PAFAH1B2 inh,SMILES
3,CN(C(=O)c1cccc(NC(=O)Cc2ccc(NC(=O)C3CCCN(C(=O)C4CCCC4)C3)cc2)c1)C1CCCCC1 (centres undefined)
0,CC(NC(=O)c1ccc(C(=O)c2ccccc2)cc1)c1ccc(S(N)(=O)=O)cc1 (centres undefined)
4,O=C(C=C(O)c1ccc(Cl)cc1)C(=O)NNC(=O)C(O)(c1ccccc1)c1ccccc1
1,COc1ccc(C(=O)/C=C2\C(=O)Nc3ccc(Br)cc32)cc1
2,Nc1c(C(=O)CSc2n[nH]c(-c3ccccc3)n2)c(=O)[nH]c(=O)n1C1CC1
2,COc1ccc(CC(=O)OCC(=O)Nc2cccc(C(C)=O)c2)cc1OC
7,N#CC1(Nc2ccc(C(=O)O)cc2)CCCC1
-1,CN(C(=O)c1cccc(NC(=O)Cc2ccc(NC(=O)C3CCN(C(=O)C4CC4)CC3)cc2)c1)C1CCCCC1
4,NC(N)=NCCCS(=O)(=O)Nc1ccc(Nc2c3ccccc3nc3cc([N+](=O)[O-])ccc23)cc1
2,COc1cc2c(c(OC)c1OC)-c1ccc(SC)c(=O)cc1C(NC(=O)C(F)(F)F)CC2 (centres undefined)
3,CC1CC(=O)N(CCc2ccccc2)C(=O)C1
4,S=C(Nc1ccccc1)Nc1ccc2ccccc2c1
-1,O=C(CSc1n[nH]c(=O)n1Cc1ccccc1)Nc1ccc(N2CCOCC2)cc1
1,CN(CC(=O)Nc1ccccc1Br)CC(=O)NC(c1ccccc1)c1ccccc1
4,COc1ccccc1N1CCN(C(=O)c2ccccc2SCC(=O)N2CCCC2)CC1
-1,CC(OC(=O)c1ccc([N+](=O)[O-])o1)C(=O)Nc1nc(-c2ccc(F)c(F)c2)cs1 (centres undefined)
-3,O=C(COC(=O)C1=Cc2ccccc2OC1)NCc1ccc(F)cc1
-1,O=C(CNc1ccccc1F)Nc1cccc(S(=O)(=O)N2CCCCC2)c1
6,CCOC(=O)Cc1csc(SCC(=O)Nc2ccc(C)cc2F)n1
-1,CCOc1ccc(NC(=S)N2CCN(S(=O)(=O)c3ccccc3)CC2)cc1
1,Cc1cccc(C(=O)N(C(=O)c2cccc(C)c2)N(C)C)c1
1,CC[C@H](C)[C@H]1CNC(=O)C(=O)N1CC1CCN(CCCc2ccc(OC)c(OC)c2)CC1
0,CCCNc1ncnc2[nH]ncc12
27*,O=C1[C@H](Cc2ccccc2)NCC=CC[C@H](c2ccc(Cl)cc2)N1Cc1ccccc1
8,COc1cc([N+](=O)[O-])ccc1-c1ccc(/C=C2\C(=O)ON=C2c2ccccc2)o1
3,O=C(Cc1ccc(NC(=O)C2CCCN(C(=O)C3CCCC3)C2)cc1)Nc1ccc(C(=O)N2CCOCC2)cc1 (centres undefined)
7,O=C(COn1nnc2ccc(Cl)cc21)NC1CCS(=O)(=O)C1 (centres undefined)
3,COc1ncnc2c1oc1nc(CC(C)C)c3c(c12)CCCC3
5,OC(CSc1ccccc1)CN1CCN(c2cccc(Cl)c2)CC1 (centres undefined)
4,CCC1C(c2ccccc2)=CCC(C(=O)O)C1C (centres undefined)
-4,Cc1ccc(NC(=O)c2ncn(CCCN3CCN(c4ccccn4)CC3)n2)cc1C
-1,Cc1ccc(OCC(=O)Nc2c(C)nn(-c3ccccc3)c2C)c(Br)c1
4,O=C(Cc1n[nH]c(=O)c2ccccc12)Nc1cc(C(F)(F)F)ccc1-n1cncn1
3,Cc1nc(-c2ccc(F)cc2)c(CC(=O)N(C)CC(=O)Nc2c(C)cccc2C)s1
1,CC[C@@H](C(=O)[C@@H](C)[C@@H](O)[C@H](C)[C@@H]1O[C@@H]([C@@H](CC)C(=O)O)CC[C@@H]1C)[C@H]1O[C@]2(C=C[C@@H](O)[C@]3(CC[C@@](C)([C@H]4CC[C@](O)(CC)[C@H](C)O4)O3)O2)[C@H](C)C[C@@H]1C
1,Cc1cc(C)cc(-c2nnc(SCC(=O)c3c(N)n(C4CC4)c(=O)[nH]c3=O)o2)c1
0,O=C1O[C@H](CO)[C@@H](O)[C@H](O)[C@H]1O
4,CCC(=O)OCOc1ccc(/C=C2/CCC(CN(C)C)C2=O)cc1 (centres undefined)
2,CCn1cc(C2C3=C(CC(C)(C)CC3=O)N(c3ccc(C)cc3)C3=C2C(=O)CC(C)(C)C3)c(C)n1
0,Cc1ccc(-c2cc(C(=O)N/N=C/c3ccc([N+](=O)[O-])o3)c3ccccc3n2)o1
2,COc1ccc(Nc2nnc(-c3ccc(N4CCOCC4)c([N+](=O)[O-])c3)c3ccccc23)cc1
-1,COC(=O)c1ccc(NC(=O)c2cn(-c3cccc(C)n3)cn2)cc1
0,CC(C)(C)OC(=O)N1CCCC(C(=O)Nc2cccc(C(=O)NCCc3ccccc3)c2)C1 (centres undefined)
4,CN(CC(=O)Nc1cc(C(F)(F)F)ccc1-n1cncn1)Cc1ccccc1N1CCOCC1
27*,COc1ccc(CN(C)C(=O)CCC(=O)N2CCN(S(=O)(=O)c3ccc(Cl)cc3)CC2)c(OC)c1
0,CCOC(Cn1cc([N+](=O)[O-])c(=O)[nH]c1=O)OCC
2,COc1ccc(S(=O)(=O)N2CCN(C(=O)c3ccccn3)CC2)cc1
4,COc1ccc(CN(C)C(=O)CCl)cc1
4,COc1ccc(S(=O)(=O)N2CCCCCC2)cc1NC(=O)CCc1cc(OC)c(OC)c(OC)c1
5,S=C(NCc1ccccn1)NN=Cc1ccccn1
75*,O=S(=O)(Nc1ccc(Br)cc1)c1cccc(NS(=O)(=O)c2cccs2)c1
-8,CCOc1ccc(CCN2C(=S)N([C@@H](CC(C)C)CN3CCCC3CN3C(=S)NC[C@@H]3Cc3ccc(O)cc3)C[C@@H]2Cc2ccccc2)cc1 (some centres undefined)
3,COc1ccc(C(=O)NC(=S)N(C)C2CCCCC2)cc1
-2,CN(c1ccccc1)S(=O)(=O)c1ccc(C(=O)NCc2ccccc2CN2CCCC2)cc1
-6,COc1cc(NC(=S)N2CCCC2)cc(OC)c1
4,CC1(C)NC(=S)NC1=S

(continued)
PAFAH1B2 inh,SMILES
11,c1ccc(C2OCCN2c2ccccc2)cc1 (centres undefined)
5,COc1ccc(NC(=S)N2CCC(C(=O)c3ccc(Cl)cc3)CC2)cc1
3,Cc1ccc(S(=O)(=O)N2CCN(C(=O)COC(=O)Cc3ccc(F)cc3)CC2)c(C)c1
-1,CCOC(=O)CCc1ccc(NC(=O)/C=C/c2ccc([N+](=O)[O-])o2)cc1
1,S=c1[nH]nc2ccccn12
4,COc1cc2cc(c1Cl)N(C)C(=O)CC(OC(=O)C(C)N(C)C(C)=O)C1(C)OC1C(C)C1CC(O)(NC(=O)O1)C(OC)C=CC=C(C)C2 (centres undefined)
0,CCOc1ncccc1C(=O)OC(C)C(=O)NC1CCCCC1 (centres undefined)
3,CC1=Nc2cccc([N+](=O)[O-])c2NC(=O)C1
7,C=C(C1=CCN(S(=O)C(C)(C)C)[C@@H]1CCO)c1ccccc1 (some centres undefined)
17,CCC(C)(C)C1CCC2(CC1)NC(=O)N(CC(=O)N(C)CCOc1ccc(Cl)cc1)C2=O (centres undefined)
3,O=C1CCCCCN1C(=O)c1ccccc1
9,O=C1C=CC(=O)N1Cc1ccccn1
6,O=C1CSC(=S)N1N=Cc1c(O)ccc2ccccc12
5,CCC(C)Cn1cnc2c(SCc3ccccn3)nc(N)nc21 (centres undefined)
-9,CC(C)(C)OC(=O)N(CCc1ccccc1)Cc1ccc(OCc2cccc(NC(=O)C3CCC3)c2)cc1
0,CCCCN(c1ccccc1)S(=O)(=O)c1cccc(C(=O)Nc2c(C)n(C)n(-c3ccccc3)c2=O)c1
1,O=C1NC2(c3ccccc3)NC(=O)NC2(c2ccccc2)N1 (centres undefined)
4,CC(=O)Nc1c(C)ccc([N+](=O)[O-])c1C
4,COc1ccc(S(=O)(=O)N(C)C[C@H]2Oc3ccc(NS(=O)(=O)c4cccs4)cc3C(=O)N([C@H](C)CO)C[C@@H]2C)cc1
0,Cc1cc(F)ccc1S(=O)(=O)Nc1ccccc1C(=O)NC1CCN(Cc2ccccc2)CC1
3,Nc1ncc(C(=O)O)c(-c2ccccc2)n1
-3,Cc1ccc(C(=O)N2CCc3ccccc32)cc1C
-1,CCOc1ccc(CCN2C(=O)C(=O)N([C@@H](Cc3ccc(O)cc3)CN3CCC[C@@H]3CN3C(=O)C(=O)NC[C@@H]3Cc3ccccc3)C[C@@H]2Cc2ccccc2)cc1
-4,CCCn1c(SCC(=O)Nc2ccc3c(c2)OCCO3)n[nH]c1=O
0,Cc1cc(=O)oc2c(C)cc(C(C)(C)C)cc12
3,CCSC1OC(C(COC(C)=O)OC(C)=O)C(OC(C)=O)C1NC(C)=S (centres undefined)
4,COc1cc2c(cc1OC)CN(C(=O)c1ccc(OC)c(S(=O)(=O)N3CCCC3)c1)CC2
0,NC(=O)C1(Nc2ccccc2)CCCC1
8,O=[N+]([O-])c1ccc(-c2cc(-c3ccncc3)nc3ccc4ccccc4c23)cc1
-6,O=C(N/N=C/c1ccc2c(c1)OCO2)C(=O)Nc1ccccc1Cl
-1,Cc1cc(C)cc(NC(=S)Nc2cccc3cnccc23)c1
0,Cc1ccc(C([O-])=C(C(=S)NCc2ccccc2)[n+]2cccc(CO)c2)cc1[N+](=O)[O-]
3,COc1cc(C(=O)NC2CCN(C)CC2)ccc1Nc1ncc2c(n1)N(C1CCCCC1)CCC(=O)N2C
1,Cc1ccc(C(c2ccc(C)c(C)c2)C(O)C2OC(=O)C(O)C2O)cc1C (centres undefined)
0,CC(=O)c1ccc(S(=O)(=O)Nc2c(C)nn(C)c2C)cc1
1,C/C(=N\OCC(=O)OC(C)C(=O)Nc1ccc(C)c(S(=O)(=O)N2CCOCC2)c1)c1ccc2c(c1)OCO2 (centres undefined)
2,O=C(NNC(=O)c1cccc2ccccc12)c1cccc(F)c1
4,CC(=O)Nc1ccc2c(c1)C(=O)c1ccc(Cl)cc1-2
2,CC(=O)Nc1ccc(NC(=O)c2ccc(Cl)c(S(=O)(=O)N3CCc4ccccc43)c2)cc1
6,COc1ccccc1NS(=O)(=O)c1cccc(C(=O)N/N=C(\C)c2ccncc2)c1
2,COc1ccccc1NC(=O)c1ccc2c(c1)C(=O)N(Cc1ccco1)C2=O
6,Cc1c(C(=O)N2CCN(S(=O)(=O)c3ccccc3)CC2)oc2ccccc12
2,C#CCOCCOCCOCCNc1nc(N2CCN(C(=O)Cn3cc(CCO)nn3)CC2)nc(N2CCN(C(=O)[C@H]([C@@H](C)CC)n3cc(CCCN=C(N)N)nn3)CC2)n1
11,Cn1cc(C(=O)NCCc2ccccc2)c(=O)c2cc(S(=O)(=O)N3CCOCC3)ccc21
7,Cc1ccccc1OCCC(=O)Nc1cc(S(=O)(=O)N2CCCCC2)ccc1N1CCN(C)CC1
-1,CC(C)CC(=O)Nc1ccc(C(=O)COC(=O)CN2C(=O)NC3(CCCCC3C)C2=O)cc1 (centres undefined)
4,c1ccc(OCCOCCOc2ccccc2)cc1
0,COCCN(CC(=O)Nc1cccc(C)c1C)C(=O)C1CCN(S(=O)(=O)c2ccccc2)CC1
1,Cn1cccc1C(=O)NCc1ccccn1
7,O=C1NC(=O)N2CCSC2(Cc2ccccc2)N1 (centres undefined)
0,O=P1(O)Cc2ccccc2-c2ccccc21
17,CCCCCC(=O)Nc1cc(S(=O)(=O)O)cc2cc(S(=O)(=O)O)cc(O)c12
3,Cn1c(=O)oc2ccccc2c1=O
9,Cc1ccc(S(=O)(=O)N(C)c2ccc(OC(=O)CN3C(=O)NC(C)(c4ccccc4)C3=O)cc2)cc1C (centres undefined)
-3,NC(=O)c1ncn([C@@H]2O[C@H](CNC(=O)[C@@H](N)Cc3cccnc3)[C@@H](O)[C@H]2O)n1
4,O=C(NCCCN1CCCC1=O)c1cc(S(=O)(=O)N2CCOCC2)c(Cl)cc1Cl

Other structures
PAFAH1B2 inh,SMILES
-48,CC1=CC(=O)N(c2cccc3c(N4C(=O)C=C(C)C4=O)cccc23)C1=O
2,COc1cc(-c2nnc(-c3cc(-c4ccccc4)nc4ccccc34)o2)cc(OC)c1OC
7,COc1ccc(S(=O)(=O)NCc2nc3nc(C)cc(C)n3n2)cc1
4,Nc1nc(SCc2ccccn2)c2ncn(C3CCCC3)c2n1
5,COc1ccc(CNC(=O)C(C)OC(=O)Cn2cnc3c2c(=O)n(C)c(=O)n3C)cc1 (centres undefined)
3,O=C(C=Cc1ccccc1)c1c[nH]c2ccccc2c1=O

Arranged by molar mass (ascending): some entries from above
PAFAH1B2 inh,SMILES
3,O=C(C=Cc1ccccc1)c1c[nH]c2ccccc2c1=O
7,COc1ccc(S(=O)(=O)NCc2nc3nc(C)cc(C)n3n2)cc1
5,COc1ccc(CNC(=O)C(C)OC(=O)Cn2cnc3c2c(=O)n(C)c(=O)n3C)cc1 (centres undefined)

These rows are one share of the data, so the mix of outcomes need not match the whole.
